# Yp Topo-I inh = inhibitors of Yersinia pestis topoisomerase I. Y. pestis Topo-I cleavage product accumulation, plate reader. activity, % at 10 µM. 360,000 compounds, 0.064% hits. AID 504884; in the data active = activity above about 50%, passing the limit was not always enough; note: inactives centre near 2
# BH1578 lux ind = quorum light induction in luxS cqsA deficient V. cholerae | V. cholerae BH1578 lux reporter, luminescence, 6 h | activation, % at 18.7 µM | 350,000 compounds, 0.16% hits; in the data active = activation mostly above about 9.7%, no sharp cut-off; note: not every result past the cut was called active; inactives centre near 0; reference of the scale not given here
# BioA inh = blocks M. tuberculosis BioA enzyme activity; purified M. tuberculosis BioA enzyme, plate reader; inhibition, % at 9.99 µM; 360,000 compounds, 0.096% hits; in the data active = inhibition above about 40%
# FadD28 binding = inhibitors of Mycobacterium tuberculosis FadD28 bisubstrate binding; AID 588549; 360,000 compounds, 0.22% hits; inhibition, % at 12.5 µM; FadD28 bisubstrate probe binding, fluorescence polarization; in the data active = inhibition above about 8.5%, passing the limit was not always enough
# FBA Mtb inh = inhibitors of M. tuberculosis fructose-bisphosphate aldolase. AID 588726. 360,000 compounds, 2.3% hits. P9WQA3. inhibition, % at 1 µM. purified M. tuberculosis FBA, fluorescence read-out; in the data active = inhibition above about 27%;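 note: 0% = vehicle and 100% = reference inhibitor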
# Target sequence (P9WQA3 whole entry, looked up): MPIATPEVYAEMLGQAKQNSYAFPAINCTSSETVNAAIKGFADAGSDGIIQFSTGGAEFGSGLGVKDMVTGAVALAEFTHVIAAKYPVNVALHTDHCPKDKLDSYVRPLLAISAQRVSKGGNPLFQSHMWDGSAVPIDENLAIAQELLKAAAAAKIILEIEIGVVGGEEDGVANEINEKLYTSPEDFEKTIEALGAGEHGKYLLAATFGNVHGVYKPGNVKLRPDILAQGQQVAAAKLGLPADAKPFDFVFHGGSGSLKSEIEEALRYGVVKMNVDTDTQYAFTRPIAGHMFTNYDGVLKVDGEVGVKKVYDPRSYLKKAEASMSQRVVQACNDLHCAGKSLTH
# PfHsp40 rescue = restores yeast growth despite PfHsp40 toxicity. S. cerevisiae expressing PfHsp40, growth rescue, ATP luminescence. growth rescue, % at 12.5 µM. 340,000 compounds, 0.68% hits. AID 504582; in the data active = growth rescue above about 28%, passing the limit was not always enough;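 note: yeast W303a lacking pdr1 and pdr3 grown in galactose medium; growth measured after three days at 30 °C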
# UGM FP inh = Mtb UDP-galactopyranose mutase inhibition; P9WIQ1; purified UGM, fluorescence polarization probe displacement; inhibition, % at 10 µM; 320,000 compounds, 0.06% hits; in the data active = inhibition above about 10%, passing the limit was not always enough
# Target sequence (P9WIQ1 whole entry, looked up): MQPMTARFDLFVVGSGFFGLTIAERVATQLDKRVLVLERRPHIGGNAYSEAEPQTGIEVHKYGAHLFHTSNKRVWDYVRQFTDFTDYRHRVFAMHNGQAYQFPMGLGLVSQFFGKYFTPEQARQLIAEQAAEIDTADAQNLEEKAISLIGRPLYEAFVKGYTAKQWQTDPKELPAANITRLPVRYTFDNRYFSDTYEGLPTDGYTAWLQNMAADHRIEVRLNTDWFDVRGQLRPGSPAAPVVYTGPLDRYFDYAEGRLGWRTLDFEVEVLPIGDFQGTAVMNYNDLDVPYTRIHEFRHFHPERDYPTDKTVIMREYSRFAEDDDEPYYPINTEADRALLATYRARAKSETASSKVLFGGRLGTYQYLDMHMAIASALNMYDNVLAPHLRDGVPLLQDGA
# TcdB inh = inhibitors of Clostridioides difficile toxin B glycohydrolase. TcdB glycohydrolase enzymatic assay, plate reader. 350,000 compounds, 0.24% hits. P18177. inhibition, % at 9.99 µM; in the data active = inhibition above about 10%
# GDH-TPI counter = GDH-TPI coupled enzyme inhibition counter-screen. GDH-TPI coupled enzyme counterscreen, NADH absorbance. inhibition, % at 4.8 µM. 360,000 compounds, 1.2% hits. AID 588335; in the data active = inhibition above about 30%;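 note: 0% = DMSO wells and 100% = wells lacking the enzyme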
# Numbers without * were called inactive; i = inactive; · = not tested or not shown; & = joins results of further samples.
SMILES	Yp Topo-I inh	BH1578 lux ind	BioA inh	FadD28 binding	FBA Mtb inh	PfHsp40 rescue	UGM FP inh	TcdB inh	GDH-TPI counter
O=C(NCc1nc2ccccc2[nH]1)C1=C[C@@H](c2ccccc2)C[C@@H](OCc2ccc(CO)cc2)O1	3	0.0	1.7	-9.0	1	7.7	1.5	-0.1&-0.5	-1
COc1ccc(CN(CC2CCCO2)S(=O)(=O)c2ccc(-n3cnnn3)c(OC)c2)cc1 (configuration not stated)	48	-0.4	·	-0.3	2	0.8	2.9	0.6	12
Cc1noc(C)c1S(=O)(=O)N(C)C[C@H]1Oc2c(cccc2N(C)C)C(=O)N([C@H](C)CO)C[C@@H]1C	15	i	-0.2&-0.6	0.3	7	1.2	-0.5	1.8&1.8	-4
CCN1CCN(c2c(Cl)cccc2NC(=O)c2ccc([N+](=O)[O-])cc2)CC1	-16	i	·	-3.6	-1	0.6	-0.7	2.3	-4
CCOC(=O)C1CCN(CC(=O)Nc2cc(S(=O)(=O)N3CCCCC3)ccc2Cl)CC1	28	-5.6	1.2	0.3	-2	-1.1	·	-0.2	4
COc1ccc(C2NC(=O)NC(O)(C(F)(F)F)C2C(=O)c2ccc(F)cc2)cc1 (configuration not stated)	5	-0.7	-0.5	-4.1	-3	-1.1	1.2	·	-7
Cn1c(CNc2cccc(C(F)(F)F)c2)n[nH]c1=S	6	-0.3	·	-1.8	1	-1.2	-0.9	-0.8	-3
CN(CCNC(=O)CN1C(=O)CSc2ccc(S(=O)(=O)N3CCCC3)cc21)Cc1ccccc1	1	0.1	·	-4.5	1	-0.4	2.1	2.6	-3
O=C(NCCCN1CCN(c2ccc(F)cc2)CC1)c1cccc(N2CCCC2=O)c1	5	-2.8	-0.6	-1.4	-2	-0.5	1.7	·	8
CCOCCCn1c(SCC(=O)NC(C)C)nc2ccccc2c1=O	-5	-0.5	-2.0	-0.2	1	-1.0	6.1	·	5
c1coc(-c2ccnc3ncnn23)c1	-1	i	·	-0.1	93*	8.7	2.9	·	23
O=C1NC(=Nc2ccccc2)CS1	2	-1.1	·	0.2	0	-0.7	1.0	-0.9	-4
CC(C)CCNS(=O)(=O)c1ccc(-c2ccc(S(=O)(=O)NCCC(C)C)cc2)cc1	7	i	0.1	-4.6	-4	0.7	0.5	-0.8	-2
C=CCN1CCc2c(cc(O)c(O)c2Br)[C@@H](c2ccccc2)C1	-2	i	1.7	-2.3	-3	-1.3	1.0	-1.3	8
O=C(COc1cc(Cl)ccc1Cl)Nc1ccc2[nH]c(=O)[nH]c2c1	-2	-1.1	-0.9	-3.7	-1	-1.4	-2.7	1.5	4
Cc1cc2c(s1)c1cnn(-c3ccccc3)c(=O)c1n2C	-4	i	0.6	-2.4	2	-1.0	·	-0.3	1
Nc1c(C(=O)N2CCCCC2)sc(=S)n1-c1ccccc1	9	-0.4	0.5	-1.9	0	-1.7	1.2	·	11
CN1CCN(S(=O)(=O)c2cccc(C(=O)Oc3ccc(Br)cc3F)c2)CC1	23	i	1.1	0.0	2	-1.1	0.5	-0.6	5
Cc1cccc(C)c1OCCNC(=O)C(=O)NCc1ccco1	-1	-0.4	·	-1.7	-3	1.6	1.1	1.2	8
CCCC1=C(C(=O)OCC)C(c2ccc(N(C)C)cc2)n2ncnc2N1 (configuration not stated)	3	·	0.9	-2.0	1	0.1	0.4	·	-1
COc1cccc(C(=O)Nc2nc3ccccc3[nH]2)c1	-6	i	·	-2.8	0	-0.8	3.8	·	13
Cc1cc2c(c(=O)n1CCN(C)C)C(c1ccc(Cl)cc1)C(C#N)=C(N)O2 (configuration not stated)	-9	i	-1.2	-5.2	-2	-1.4	0.6	0.6	1
COC(=O)c1cc(NC(=O)c2ccc(C)cc2)c(=O)oc1C	8	-0.8	0.3	-2.8	0	0.7	-1.2	1.5	8
CC(=O)Nc1ccc(-n2cnnn2)cc1	-6	-0.1	·	-2.1	-13	0.0	-0.6	·	-5
CN(CC(=O)NCC(c1ccccc1)N1CCCC1)S(=O)(=O)c1ccc(Cl)cc1 (configuration not stated)	7	2.6	7.4	-2.8	0	5.2	-2.7	4.5	6

# Sorted by count of non-hydrogen atoms (highest first): some entries from above.
SMILES	Yp Topo-I inh	BH1578 lux ind	BioA inh	FadD28 binding	FBA Mtb inh	PfHsp40 rescue	UGM FP inh	TcdB inh	GDH-TPI counter
COc1ccc(CN(CC2CCCO2)S(=O)(=O)c2ccc(-n3cnnn3)c(OC)c2)cc1 (configuration not stated)	48	-0.4	·	-0.3	2	0.8	2.9	0.6	12
CCOCCCn1c(SCC(=O)NC(C)C)nc2ccccc2c1=O	-5	-0.5	-2.0	-0.2	1	-1.0	6.1	·	5
CC(=O)Nc1ccc(-n2cnnn2)cc1	-6	-0.1	·	-2.1	-13	0.0	-0.6	·	-5
O=C1NC(=Nc2ccccc2)CS1	2	-1.1	·	0.2	0	-0.7	1.0	-0.9	-4

# Next part.
SMILES	Yp Topo-I inh	BH1578 lux ind	BioA inh	FadD28 binding	FBA Mtb inh	PfHsp40 rescue	UGM FP inh	TcdB inh	GDH-TPI counter
CC(=O)O[C@@H]1[C@H](Oc2c(O)c(C)c3c4c2[C@H](C)CC[C@H]4[C@H](C)C[C@@H]3C=C(C)C)O[C@@H](C)[C@@H](O)[C@H]1O	9	-0.5	-1.4	-3.0	0	·	·	0.9	-2
CCCCC(CC)CN=C(N)NC(N)=NCCCCCCN=C(N)NC(N)=NCC(CC)CCCC (configuration not stated)	24	i	-5.6	-27	3	-1.3	1.7	·	10
CCOC1=C2CN(S(=O)(=O)c3ccc(C)cc3)[C@H](c3cccc(Cl)c3)C[C@H]2[C@H]2C(=O)N(c3ccccc3)C(=O)[C@H]2C1	·	·	-1.7	-3.8	-2	·	·	0.8	·
CCC1CN(C(=O)N2CCC(C(=O)Nc3ccccc3OC)CC2)c2ccccc2O1 (configuration not stated)	22	-0.3	1.6	-0.8	5	1.1	0.2	-6.4	1
Cc1ccc(NC(=O)ON=C2CCCC2)cc1	0	1.9	·	-1.2	3	-1.7	1.2	0.8	14
O=C(Cc1ccc(-n2c(=S)[nH]c3ccccc3c2=O)cc1)N1CCN(c2ccccc2)CC1	-9	i	-1.7	0.1	1	0.1	-3.2	·	8
Cc1ccc(S(=O)(=O)N2CCN(C(=O)c3ccccc3-c3nc4ccccc4s3)CC2)c(C)c1	5	-0.4	-0.6	1.3	2	-0.6	1.7	1.4	-10
COc1ccc(-c2nn(CCC#N)cc2C(=O)NCc2ccccc2)cc1	2	-2.1	·	-3.2	-5	-1.3	0.5	2.6	5
COc1ccccc1OCCC(=O)OCC(=O)Nc1ccc(Br)cc1	-5	-2.1	·	-1.3	-5	0.6	3.4	·	3
Cc1ccc(CNC(=O)C2CC(c3cccc([N+](=O)[O-])c3)=NO2)o1 (configuration not stated)	-1	0.4	-0.3	-0.6	3	-2.2	2.0	0.5	2
CCOc1ccc(Nc2nc3cc(S(=O)(=O)N(CC)CC)ccc3o2)cc1	3	·	3.5	-1.9	-1	-0.7	-3.9	·	0
CSc1ccc(OC2(C)CCN(Cc3ccc4c(c3)OCCO4)C2)cc1 (configuration not stated)	5	-6.4	1.0	-1.6	-1	·	·	1.4	4
COc1cccc(-c2nn(-c3ccc(C)cc3)cc2C(=O)N2CCN(C3CCS(=O)(=O)C3)CC2)c1 (configuration not stated)	9	-0.2	-0.7	-0.9	-1	-2.2	3.6	-0.9	-7
CCCNC(=O)C1(C)CCN(Cc2ccc(C)c3ccccc23)C1 (configuration not stated)	23	-0.4	-0.1	-3.3	-1	·	·	1.1	-2
O=C(NN=Cc1cccc([N+](=O)[O-])c1)c1cccc2ccccc12	-4	-1.0	·	-1.9	-2	-0.5	·	1.8	7
CCOCc1c(C(=O)N2CCN(Cc3ccc(Br)s3)CC2)oc2ccccc12	35	-0.5	0.2	-0.6	1	5.0	2.3	-0.3	0
Cc1ccc(C)c(NC(=O)C2(C)CCN2C(C)C)c1 (configuration not stated)	9	-0.4	-0.6	-0.7	0	·	·	0.0	6
CN(C)CC(C(=O)Cc1ccccc1)c1ccccc1 (configuration not stated)	-2	i	2.2	-0.6	-2	5.9	·	2.3	1
O=C(NCCOc1ccccc1Cl)c1cccc2c1C(=O)c1ccc(Cl)cc1S2(=O)=O	15	i	-0.4	-5.2	1	-0.6	-0.3	-0.1	-6
CC(=O)c1cc2c(cc1NS(=O)(=O)c1ccccc1Br)OCO2	10	-0.3	-1.1	-1.9	0	-0.7	-2.4	0.5	16
COc1cc(NC(=O)c2cccnc2)ccc1NC(=O)c1ccccc1Cl	8	i	·	-3.0	-4	-0.9	1.2	-0.1	-10
COc1ccccc1C(=O)NNC(=O)c1cccc([N+](=O)[O-])c1	1	-0.3	·	-0.6	1	-0.4	-0.9	·	1
CCOc1cc(C(=O)CCC(=O)OCC(=O)Nc2ccc(F)cc2)ccc1O	13	-2.1	1.2	0.3	0	1.4	·	1.3	-1
CCOC(=O)c1c(NC(=S)Nc2cccnc2)sc(C)c1C	-5	-0.3	·	1.8	0	0.1	-0.4	0.1	3
CC1(O)CC(=O)N(c2ccccc2)O1 (configuration not stated)	6	·	-1.7	-3.7	1	0.2	0.5	·	-10
Cn1c(=O)c2c(nc(NCC3CCCO3)n2Cc2ccccc2)n(C)c1=O (configuration not stated)	-3	-0.2	-0.4	-0.9	9	-0.1	-3.9	·	4
C/C(=N\Nc1ccccc1)c1c(O)n(-c2ccccc2)c(=O)[nH]c1=O	7	-1.2	0.5	-4.0	1	-0.2	0.0	1.4	1
C[C@@H]1CC=C[C@H]2[C@H]1C(=O)N(Cc1ccccc1)[C@H]2c1ccc2ccccc2c1/C=C/c1ccccc1	4	-2.2	-0.9	-0.4	1	-1.1	-0.5	-0.2	7
CC(C)Cc1nnc(NC(=O)CCC(=O)N2CCC(C)CC2)s1	-3	-0.6	0.5	-3.5	-5	1.1	-0.8	0.2	7
COc1ccc(Cc2c(-c3cccc(Cl)c3)nc3ccc(C)cn23)c(C)c1	·	·	4.4	-4.4	7	·	·	0.5	·
O=C(O)/C=C\C(=O)NCc1cccnc1	11	-0.4	·	-1.4	3	-0.3	0.0	0.3	4
O=C(NCC1CC1)c1cc(-c2ccccc2)nn1CC1CC(c2cccnc2)=NO1 (configuration not stated)	5	i	4.8	-1.4	4	-1.5	2.1	0.6	11
COc1ccc(NC(=O)c2ccco2)cc1NC(=O)c1ccccc1	-5	-0.2	0.5	-0.1	3	0.8	·	1.9	-5
Cc1ccc2c(c1)N(CC(=O)N1CCCCC1c1cccnc1)C(=O)CO2 (configuration not stated)	-11	-2.2	-1.0	0.6	7	-0.1	-0.5	·	5
CCOC(=O)c1c(C)[nH]c(C(=O)CSc2nnc(-c3ccncc3)n2CC)c1C	4	i	14	-1.9	0	-1.2	-0.3	·	14
COCCn1ccc2c(OCC(=O)NCCc3ccc(OC)c(OC)c3)cccc2c1=O	-7	i	1.1	-0.1	4	0.1	2.9	-3.3	-4
CC(C)COc1ccc(-c2cc(C(=O)NN)[nH]n2)cc1	-3	-0.2	·	-0.9	-3	0.4	2.9	-0.7	7
COc1cccc(N2CCN(c3nc(-c4ccccc4C)cc(=O)[nH]3)CC2)c1	2	i	-0.5	-1.9	0	108*	0.7	0.2	15
COc1cccc(C(=O)Nc2cccc(SC)c2)c1	3	i	1.2	-1.6	-1	1.6	-1.1	·	-2
CCc1nc2c(OCc3cccc(Cl)c3)cccn2c1N(C)C(=O)C(C)C	14	i	2.4	-4.3	-2	·	·	·	7
O=C(Cn1c(=O)oc2cc(S(=O)(=O)N3CCc4ccccc43)ccc21)NC1CCCC1	0	-0.1	-0.3	1.0	11	0.2	1.3	0.5	0
CCCCNC(=O)C1(C)CCCCN1C(=O)c1cncc(Br)c1 (configuration not stated)	2	9.1	-0.5	-1.0	-1	·	·	2.1	-1
COc1ccc2cc(C3=CCCCC3)ncc2c1	-8	i	4.4	0.1	27*	-0.1	-1.1	1.9	8
CC(=O)Nc1ccc2nc(N)sc2c1	-4	i	-3.1	-3.1	1	0.1	3.6	·	-2
